# Source: PubChem BioAssay (The Scripps Research Institute Molecular Screening Center)
# TbREL1 primary: TbREL1 RNA ligase inhibitors, primary screen, biochemical, FRET fluorescence. TbREL1 RNA ligation. inhibition, % at 9.66 µM. 0.49% of 89,000 active. AID 1117264, 2014;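 active = inhibition above the mean inhibition across all screened compounds plus 3 SD, cut at about 11% in these data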;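 note: 0% = plate median of test wells and 100% = NSC42067 control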
# Target sequence (P86926 whole entry, looked up): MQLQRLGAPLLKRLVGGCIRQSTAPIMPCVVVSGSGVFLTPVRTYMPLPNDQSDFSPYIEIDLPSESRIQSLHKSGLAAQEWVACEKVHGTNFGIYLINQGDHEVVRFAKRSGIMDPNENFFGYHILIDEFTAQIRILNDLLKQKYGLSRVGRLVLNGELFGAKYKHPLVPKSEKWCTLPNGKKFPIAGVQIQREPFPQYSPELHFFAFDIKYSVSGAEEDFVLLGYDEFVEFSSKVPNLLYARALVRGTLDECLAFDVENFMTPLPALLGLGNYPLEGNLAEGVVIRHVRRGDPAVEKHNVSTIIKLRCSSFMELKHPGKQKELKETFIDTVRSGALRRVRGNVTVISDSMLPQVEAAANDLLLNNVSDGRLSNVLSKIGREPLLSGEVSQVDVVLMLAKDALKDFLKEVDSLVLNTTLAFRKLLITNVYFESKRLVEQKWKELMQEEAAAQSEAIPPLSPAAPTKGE
# An asterisk follows results filed as active. An excerpt. The share of hits here may be higher or lower than overall.
# The first three entries, ahead of the listing:
SMILES,TbREL1 primary
O=C(COc1ccccc1)Nc1ccc2c(c1)nc1n2CCSC1,8
Cc1ccc(S(=O)(=O)NNC(=O)Nc2cccc(C)c2C)c(C)c1,-1
COC(=O)c1nn(-c2nc(-c3cccc(OC)c3)cc(C(F)(F)F)n2)cc1[N+](=O)[O-],8

# Results, from the first entry:
SMILES,TbREL1 primary
O=C(COc1ccccc1)Nc1ccc2c(c1)nc1n2CCSC1,8
Cc1ccc(S(=O)(=O)NNC(=O)Nc2cccc(C)c2C)c(C)c1,-1
COC(=O)c1nn(-c2nc(-c3cccc(OC)c3)cc(C(F)(F)F)n2)cc1[N+](=O)[O-],8
Cc1ccc(S(=O)(=O)NC(=O)Nc2nnc(C3CC3)s2)cc1,2
CC1CCN(C(=O)CN(C)S(=O)(=O)c2cccc3nsnc23)CC1,0
COc1cc(NC(=O)c2ncn[nH]2)cc(OC)c1OC,2
O=C(NN1C(=O)NC2(CCCCC2)C1=O)c1ccc(-c2ccc(Cl)cc2)o1,0
COC(=O)C1=C(C(=O)OC)[C@@H]2N(C)c3ccc(OC)cc3[C@@]23C[C@@H](C(=O)OC)N(C(=O)CC(C)C)C3=N1,-6
C[C@@H]1CN([C@@H](C)CO)C(=O)c2ccccc2-c2ccccc2CO[C@@H]1CN(C)S(=O)(=O)c1ccc(C(F)(F)F)cc1,-1
CC(=O)N1CCN(C(=O)c2ccc(S(=O)(=O)Nc3ccccc3F)cc2)CC1,0
COc1ccc(CC(=O)Nc2ccc(N3CCCCC3)cc2)cc1,-5
CCCCn1c(=O)[nH]c(=O)c2c1nc(-c1ccccc1F)n2Cc1ccccc1OC,4
CC(C)Sc1nc2c(cnn2-c2ccc(F)cc2)c(=O)[nH]1,-1
COc1cc(OC)cc(C(=O)N[C@H](C(=O)Nc2nnc(C3CC3)s2)C(C)C)c1,-4
Nc1[nH]c(C(=O)c2ccccc2)c(-c2ccc3ccccc3c2)c1C(=O)NCCc1ccc(Cl)cc1,5
CCOc1c(S(=O)(=O)NC2CC(C)(C)NC(C)(C)C2)ccc(Cl)c1Cl,2
Cc1cccc(Nc2nc(NCCCN3CCOCC3)nc(N)c2[N+](=O)[O-])c1,-1
CC(=O)Nc1ccc(NC(=O)C(C)Oc2ccc(C)nc2[N+](=O)[O-])cc1 (configuration not stated),0
O=C(Nc1cccnc1)C1COc2ccccc2O1 (configuration not stated),0
COc1ccc(CNC(=O)C2CSC(c3ccc(OC)cc3)N2C(C)=O)cc1 (configuration not stated),1
O=C(NCc1ccccc1)NC1(C(=O)N2CCCC2)CCCCC1,0
C[C@@H]1CCN(C2CC2)S(=O)(=O)c2ccc(N3CC[C@H](N(C)C)C3)cc2O1,8
CCN1CCCC1CNCc1ccc(Cl)cc1Cl (configuration not stated),4
O=C(CN1CCN(Cc2ccc(Cl)cc2)C1=O)NCCN1CCCC1,3
O=C(Cc1cccc(NC(=O)C2CCN(C(=O)c3ccccc3)CC2)c1)Nc1cccc(C(=O)N2CCCC2)c1,-2
O=C(Nc1nc2cc3c(cc2s1)OCO3)c1ccc(N2C(=O)CCC2=O)cc1,3
CCc1ccc(C=NN2CCN(Cc3ccc(C)cc3C)CC2)cc1,-5
CN1C(=O)c2cc(NC(=O)c3ccc(F)cc3)ccc2OC[C@H]2O[C@H](CC(=O)NC3CCC3)CC[C@H]21,-2
O=C(NCc1ccco1)c1cccc(N2CCCC2=O)c1,-1
COc1ccc(NC(=O)CCCNC(=O)Cn2cnc3sc(C)c(C)c3c2=O)cc1OC,-1
COc1ccc(CCNC(=O)CN2CCN(c3cccc(Cl)c3)CC2)cc1OC,-2
CC(C)N(CCCNC(=O)C1CCN(S(=O)(=O)N2CCOCC2)CC1)Cc1ccccc1,1
CCOC(=O)N1C2=NC(C(=O)OC)=C(C(=O)OC)[C@@H]3N(C)c4ccccc4[C@]23C[C@H]1C(=O)OC,-2
CCO[C@@H]1OC(C(=O)N2CCCCCCC2)=C[C@H](c2ccc3c(c2)OCO3)[C@H]1CCCO,0
CC(=O)N1CCc2cc(S(=O)(=O)NCCC(=O)Nc3cccc(C)c3)ccc21,1
O=C(CSc1nnc(-c2ccccn2)o1)Nc1ccccc1,10
Cc1cc(C)n2c(SCC(=O)Nc3cc(S(=O)(=O)N(C)C)ccc3C)nnc2n1,3
COC(=O)c1nc2cc(C)ccn2c1F,0
CCOC(=O)N1CCN(c2c(NCCc3ccccc3)c(=O)c2=O)CC1,0
OCC[C@@H]1C[C@H](O)[C@@H](O)[C@]2(OCc3cc(Cl)ccc32)O1,-1

# Sorted by count of non-hydrogen atoms (low to high): part of the list above.
SMILES,TbREL1 primary
Cc1ccc(S(=O)(=O)NC(=O)Nc2nnc(C3CC3)s2)cc1,2
O=C(COc1ccccc1)Nc1ccc2c(c1)nc1n2CCSC1,8
CCO[C@@H]1OC(C(=O)N2CCCCCCC2)=C[C@H](c2ccc3c(c2)OCO3)[C@H]1CCCO,0

# Later entries.
SMILES,TbREL1 primary
Cn1nccc1C(=O)NC1CCN(Cc2ccccc2)CC1,-1
O=c1c2ccccc2cnn1-c1ccc(Br)cc1,0
CCC(=O)c1cc(Br)ccc1OCC(=O)N1CCN(S(=O)(=O)c2ccccc2)CC1,-3
CCCCNC(=O)c1onc(CSc2cccc(F)c2)c1C(=O)O,5
CCCN(C(=O)Cn1nc(C)c([N+](=O)[O-])c1C)c1c(N)n(Cc2ccccc2)c(=O)[nH]c1=O,1
COc1ccc(C2N(C(=O)N(C)C)CCN2S(=O)(=O)c2ccc(OC)cc2)cc1 (configuration not stated),1
O=C(O)c1ccc2c(=O)n3cc(C(=O)c4ccccc4O)cc(Cl)c3nc2c1,2
O=C(Nc1ccc2nn(-c3ccccc3)nc2c1)c1ccc2c(c1)OCO2,1
CC(=O)c1c(C)[nH]c(C(=O)OCC(=O)NCCCc2ccccc2)c1C,2
CC1=CS(=O)(=O)CC1SC(=S)N(C)C1CCS(=O)(=O)C1 (configuration not stated),1
CC1CCCC(NC(=O)CCNC(=O)c2ccccc2Cl)C1C (configuration not stated),1
CNc1nc(-c2ccc3c(c2)CCN3S(=O)(=O)c2ccccc2)c(C)s1,1
O=C(c1cc(Cl)cc(Cl)c1)N1CCC(=O)N(C(COCc2ccccc2)Cc2ccccc2)CC1 (configuration not stated),1
CCOC(=O)CCCCCCCCC(=O)Nc1ccc(-n2[nH]c(=O)cc2C)cc1,-3
CN1C(=O)C2C=CC1C1C(=O)N(c3ccccc3)C(=O)C21 (configuration not stated),1
O=C(NCc1ccccc1F)C1CCCN(S(=O)(=O)c2ccc(-n3cnnn3)cc2)C1 (configuration not stated),0
Cc1nn(-c2ccccc2)c(C)c1C(=O)OCC(=O)N1CCN(S(=O)(=O)c2ccccc2)CC1,-3
CCCNC(=O)C1(C)CCN(Cc2csc3ccccc23)C1 (configuration not stated),-1
COC(=O)C1=C(C)N(Cc2ccc(F)cc2)C(=S)NC1c1cccc(Br)c1 (configuration not stated),3
CCOC(=O)c1ccccc1NC(=O)Cn1c(=O)n(Cc2ccccc2)c(=O)c2c(C)c(C)sc21,4
CC1CC(C)CN(C(=O)COC(=O)c2ccc(S(=O)(=O)N(C)c3ccccc3)cc2)C1 (configuration not stated),0
Cc1cc(-c2nn(C)c(=O)c3ccccc23)ccc1CNC(=O)NC1CCCCC1,0
Cc1nc(SCC(=O)NCc2ccccc2)c2oc3ccccc3c2n1,0
COc1ccc(OCc2cc(C(=O)N(C)Cc3nnc(C)o3)no2)c(Cl)c1,-1
COc1ccc(-c2oc3ccc(-c4ccc5c(c4)OCO5)cc3c2-c2ccc(OC)nc2)cc1,4
CCOC(=O)C1(C)CCCN(C(=O)c2cccs2)C1 (configuration not stated),-2
CC[C@@]1(C(=O)OC)N[C@H](CN(C)C(=O)NC(C)C)[C@@H]2C(=O)N(Cc3ccccc3)C(=O)[C@@H]21,2
COc1ccc(CCC(=O)NNC(=O)Nc2ccc(OC)c(OC)c2)cc1,1
COc1ccc(NC(=O)C2CCCN(C(=O)Nc3ccc(OC)cc3)C2)cc1 (configuration not stated),2
COCCNC(=O)c1cc(C(=O)CC(C)C)c[nH]1,-1
O=C(Oc1nsnc1N1CCOCC1)N1CCCC1,-2
CCC1COCCS(=O)(=O)N1Cc1ccccc1C (configuration not stated),2
CCCNC(=O)Cn1nc(C(F)(F)F)c2c1CCC2,0
CC(C)NC(=O)CSc1nc(-c2ccccc2)cs1,1
CCC(C)c1ccc(NC(=O)COC(=O)CCNS(=O)(=O)c2cccs2)cc1 (configuration not stated),0
COCCSc1nnc(NC(=O)C2CCCCC2)s1,2
CC(C)CNC(=O)c1cccc(NC(=O)Cc2ccc(Cl)cc2)c1,-2
Cn1nnnc1SCC(=O)Nc1ccccc1N1CCCCC1,0
CC(=O)Nc1ccc(NC(=O)c2cccc3ccccc23)cc1,3
CN(C(=O)COC(=O)C1COc2ccccc2O1)C1(C#N)CCCCC1 (configuration not stated),-1

# Individual results from the list:
# Cc1cc(C)n2c(SCC(=O)Nc3cc(S(=O)(=O)N(C)C)ccc3C)nnc2n1 – TbREL1 primary = 3
# O=C(NCc1ccco1)c1cccc(N2CCCC2=O)c1 – TbREL1 primary = -1
# CC(=O)N1CCN(C(=O)c2ccc(S(=O)(=O)Nc3ccccc3F)cc2)CC1 – TbREL1 primary = 0

# Further entries:
SMILES,TbREL1 primary
O=C(C[n+]1ccc(/C=N/O)cc1)N1CCCCC1,1
CCN(CC)c1ccc(C(=O)NC(=S)Nc2cc(S(=O)(=O)N3CCOCC3)ccc2-n2cncn2)cc1,-3
CC(=O)c1ccc(S(=O)(=O)N2CCN(CCOc3ccccc3)CC2)cc1,-3
N#CN1CCC(NS(=O)(=O)c2cccc(C(F)(F)F)c2)CC1,-2
O=S(=O)(c1ccc(-c2nnc(SCc3nnc(-c4ccccc4)o3)o2)cc1)N1CCCC1,0
CN(Cc1cccs1)c1ncnc2sccc12,4
N#Cc1ccc(OCC(=O)Nc2nc(-c3ccccn3)cs2)cc1,4
COc1ccc(-c2nc(CSCC(=O)NCCCN3CCCC3=O)c(C)o2)cc1,3
NC(=O)[C@H](Cc1cc2ccccc2s1)NC(=O)[C@@H]1CC2(CC(c3cccc(NC(=O)[C@@H]4CCC(=O)N4)c3)=NO2)CN1C(=O)/C=C/Sc1ccccc1 (some centres not stated),-3
COC(=O)c1ccc(C2/C(=C(/O)c3ccc(OC)cc3)C(=O)C(=O)N2c2cc(C)on2)cc1 (configuration not stated),-3
CC(C)(C)c1cc(S(=O)(=O)CCc2ccncc2)cc(C(C)(C)C)c1F,1
O=C1NC[C@@H](CCCCN2C[C@H](Cc3ccc(O)cc3)N(CCc3ccc(O)cc3)C(=O)C2=O)N(Cc2ccccc2)C1=O,2
CCCCCn1c(NC2CCCCC2)nc2c1c(=O)[nH]c(=O)n2C,-2
COc1ccc(-c2cc(C(F)(F)F)nc(SCC(=O)N(C)Cc3cnn(C)c3C)n2)cc1OC,5
O=C(C1=C(O)C(=O)N(Cc2ccccc2)C1c1ccncc1)c1ccco1 (configuration not stated),-1
CN(c1ccccc1)c1nc(N)c([N+](=O)[O-])c(N2CCCCC2)n1,-1
O=[N+]([O-])c1ccc(-c2nc(Nc3cccc(O)c3)c3ccccc3n2)cc1,2
CCCc1[nH]nc2c1C(c1ccc(OC)c(CSC3=NCCS3)c1)C(C#N)=C(N)O2 (configuration not stated),3
C/C(=N/NC(=O)c1ccoc1C)c1ccc(NC(=O)c2ccncc2)cc1,3
O=S(=O)(c1ccc(Br)s1)N1CCC(Cc2ccccc2)CC1,4
Cc1ccccc1-n1c(C)nnc1SCC(=O)NC1CCCc2ccccc21 (configuration not stated),2
O=C(COC(=O)c1cnccn1)c1ccc2ccccc2c1,0
Cc1nc(SCC(=O)N2c3ccccc3NC(=O)CC2C)c2c(C)c(C)sc2n1 (configuration not stated),2
CCOc1ccc(NS(=O)(=O)c2ccc(C(=O)N(C)CC(=O)Nc3ccccc3Br)cc2)cc1,-1
Cc1ccc(NC(=O)C(=O)NCCCN2CCCC2=O)c(C)c1,3
CCN1C(=O)c2ccccc2S(=O)c2ccc(C(=O)N3CCOCC3)cc21 (configuration not stated),2
O=C(NCC(c1cccs1)N1CCOCC1)c1cc2ccccc2o1 (configuration not stated),-4
CCSc1nnc(NC(=O)CSc2nc3c(c(=O)n2CC)SC(C)C3)s1 (configuration not stated),2
Cc1cccc(OCCCSc2nc3ccccc3[nH]2)c1,0
Cc1c(OCc2ccccc2)c(=O)ccn1Cc1ccccc1,2
O=C(CN(Cc1cccs1)C(=O)CNC(=O)c1ccco1)NC1CCCCC1,-1
COc1ccc(-c2sc(Nc3ccccc3)n[n+]2-c2ccccc2)cc1Br,3
CCC1CCc2sc(C(=O)NCC3CCCO3)cc2C1 (configuration not stated),-4
COc1cccc(C(=O)NC(C)c2cccc3ccccc23)c1OC (configuration not stated),-2
C=CCNC(=O)C1CC(=O)N(c2ccc(OCC(=O)Nc3ccc(C)cc3)cc2)C1 (configuration not stated),-2
COC(CNC(=O)[C@H](Cc1c[nH]c2ccccc12)NC1(C(=O)NC(c2ccccc2)c2ccccc2)CCCCC1)OC,-4
Cc1ccc(C(C(=O)NC2CCCC2)N(C(=O)c2csnn2)c2cccc(F)c2)o1 (configuration not stated),-3
O=C(Nc1ccncc1)c1ccccc1F,0
CC(C)(C)C(=O)O/N=C(\N)COc1cccc(Cl)c1,0
CCOC(=O)Cc1nc(N2CCCN(C(C)=O)CC2)c2c(C)c(C(=O)OCC)sc2n1,1
CCOC(=O)C1CCCN(C(=O)C2CCN(Cc3nc(-c4ccc(Cl)cc4)oc3C)CC2)C1 (configuration not stated),-1
Cc1cc(C(=O)O[C@H]2[C@H](C)NS(=O)(=O)[C@H]3C[C@@H]4C=C[C@]23O4)cc([N+](=O)[O-])c1,-6
Cc1cccc(Nc2nc(N)nc(CN3CCN(c4ccccc4)CC3)n2)c1,3
Cn1nc(-c2ccc(C(=O)N3CCN(Cc4ccccc4)CC3)cc2)c2ccccc2c1=O,-4
COC(=O)c1cc(C(=O)OCC(=O)Nc2cc(C)on2)cc([N+](=O)[O-])c1,-2
Cn1c(SCc2ccc(Cl)cc2)nnc1C1CC1,1

# Three of the entries above in order of the TbREL1 primary value, largest number first.
compound | TbREL1 primary
Cc1cccc(Nc2nc(N)nc(CN3CCN(c4ccccc4)CC3)n2)c1 | 3
CCOC(=O)C1CCCN(C(=O)C2CCN(Cc3nc(-c4ccc(Cl)cc4)oc3C)CC2)C1 (configuration not stated) | -1
Cn1nc(-c2ccc(C(=O)N3CCN(Cc4ccccc4)CC3)cc2)c2ccccc2c1=O | -4
